Assay outcomes from PubChem.
F-actin modifier: cytoskeleton assembly modification; HUVEC TNFa F-actin phalloidin imaging, high content; 91,000 compounds, 0.18% hits; inhibition, % at 2 µM;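 active means inhibition above the batch mean plus 3 SD and confirmed as a hit by visual image inspection, cut at about 30% in these data, passing the limit was not always enough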; further: strong numbers were not always called active
EphB4 antag: blocks human EphB4 binding to ephrin-B2. P54760. EphB4 LBD / TNYL-RAW-Alexa532 peptide, fluorescence polarization. inhibition, % at 7 µM. 97,000 compounds, 0.15% hits. AID 720;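 active means inhibition above the screen-wide mean inhibition plus 3 SD, cut at about 15% in these data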;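 further: 0% = DMSO wells and 100% = excess unlabeled TNYL-RAW peptide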
FAK blocker: FAK (human) kinase inhibition. Q05397. biochemical FAK kinase activity assay. inhibition, %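 (tested at 7 µM)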. 97,000 compounds, 0.84% hits; in the data active means inhibition above about 19%;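 further: 0% = DMSO and 100% = reference compound high control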
PTK2B oligo ant: Pyk2 (human) oligomerization antagonism. z-score (the deposit names both 25 µM and 10 µM). AID 1347419. 99,000 compounds, 0.83% hits. Q14289. Q293 cells, Pyk2 FERM NanoBiT luminescence; hits give low values;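 active means Z-score of -3 or lower, scaled per plate to the spread of control and sample wells; inactive means z-score above -3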;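 further: negative z-score means lost luminescence so less FERM oligomerization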
PLK1 PBD inh: blocks phosphopeptide binding to human Plk1 polo box domain; inhibition, %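 (tested at about 20 µM)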; AID 693; Plk1 PBD phosphopeptide binding, fluorescence polarization; P53350; 97,000 compounds, 0.13% hits; in the data active means inhibition above about 34%, passing the limit was not always enough
HIV Rev-RRE inh: disrupts HIV-1 Rev binding to RRE RNA. P05866. Rev peptide-RRE RNA binding, FRET. inhibition, % at 8 µM. 97,000 compounds, 0.79% hits. AID 704;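 active means inhibition above the screen-wide mean plus 3 SD, cut at about 35% in these data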;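 further: 0% = median DMSO wells and 100% = median Neomycin B control wells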
Target sequence (P05866 whole entry, looked up): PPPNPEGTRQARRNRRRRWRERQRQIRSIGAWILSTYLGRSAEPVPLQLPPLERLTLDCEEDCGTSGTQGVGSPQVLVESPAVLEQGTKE
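Test system: Cy5-tagged RRE RNA duplex with fluorescein-tagged Rev peptide; Probe or stimulus: labelled Rev peptide; Schedule: 5 min preincubation and 15 min binding, 25 °C; Signal: FRET fluorescence readout; Evaluation: % inhibition from 671/540 nm acceptor-to-donor ratio, scaled between controls; Control set: DMSO and neomycin B.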
LYP inh 2: blocks human PTPN22 phosphatase activity; Q9Y2R2; recombinant LYP catalytic domain, DiFMUP fluorescence; inhibition, % at 2 µM; 96,000 compounds, 0.21% hits; AID 640;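 active means inhibition at 2 µM at or above a set limit, the screen mean plus 3 SD, cut at about 24% in these data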;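 further: 0% = DMSO with enzyme and 100% = enzyme fully blocked by orthovanadate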
Target sequence (Q9Y2R2 whole entry, looked up, the tested form may be a part): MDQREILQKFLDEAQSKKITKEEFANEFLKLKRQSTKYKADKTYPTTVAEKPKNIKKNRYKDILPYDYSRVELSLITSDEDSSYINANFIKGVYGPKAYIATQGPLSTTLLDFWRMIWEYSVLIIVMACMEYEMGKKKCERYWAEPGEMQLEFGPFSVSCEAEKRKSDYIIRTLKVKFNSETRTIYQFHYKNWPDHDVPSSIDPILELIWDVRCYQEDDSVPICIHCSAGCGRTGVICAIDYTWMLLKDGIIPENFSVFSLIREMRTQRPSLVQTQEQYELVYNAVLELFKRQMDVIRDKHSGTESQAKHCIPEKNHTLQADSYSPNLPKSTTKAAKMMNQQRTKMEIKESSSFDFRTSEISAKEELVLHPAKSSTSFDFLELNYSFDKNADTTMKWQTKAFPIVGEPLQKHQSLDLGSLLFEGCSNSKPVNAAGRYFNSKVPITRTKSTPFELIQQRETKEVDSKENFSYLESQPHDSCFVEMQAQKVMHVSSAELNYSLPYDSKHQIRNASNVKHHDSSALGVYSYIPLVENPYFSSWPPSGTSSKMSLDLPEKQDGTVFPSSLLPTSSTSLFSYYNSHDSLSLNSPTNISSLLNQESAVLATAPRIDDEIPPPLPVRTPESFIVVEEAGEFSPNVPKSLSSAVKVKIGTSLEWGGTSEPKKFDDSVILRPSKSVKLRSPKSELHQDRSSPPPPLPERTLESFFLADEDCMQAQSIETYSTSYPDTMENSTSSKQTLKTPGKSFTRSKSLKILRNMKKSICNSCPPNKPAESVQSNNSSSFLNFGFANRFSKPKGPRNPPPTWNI
LYP act: increases human PTPN22 phosphatase activity; 96,000 compounds, 0.11% hits; activation, % at 2 µM; recombinant LYP, DiFMUP fluorescence; 0 = plate median, 100 = signal doubled;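 active means activation at 2 µM above a set limit, the mean plus 5 SD, cut at about 37% in these data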
PLK1 inh: blocks human PLK1 kinase activity. P53350. recombinant PLK1 kinase, TR-FRET peptide phosphorylation. inhibition, % at 10 µM. 97,000 compounds, 0.53% hits. AID 619;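 active means inhibition of 50% or more in the single-concentration screen; inactive means inhibition below 50%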;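 further: 0% = DMSO max control and 100% = H-89 dihydrochloride min control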
Numbers without * were called inactive; · = not tested or not shown.

Sequence of screens – F-actin modifier | EphB4 antag | FAK blocker | PTK2B oligo ant | PLK1 PBD inh | HIV Rev-RRE inh | LYP inh 2 | LYP act | PLK1 inh
O=C(COC(=O)Cn1cnc2ccccc21)NCCc1ccc(Cl)cc1
    4 | 0 | 0 | 0.08 | -7 | 0 | 6 | -3 | -9
O=c1cc(CN2CCN(S(=O)(=O)c3ccc4c(c3)OCCO4)CC2)c2ccc(O)cc2o1
    -6 | -1 | 2 | -3.9* | 9 | -5 | 4 | -5 | -16
COc1ccc(Cc2nnc(NC(=O)c3ccco3)s2)cc1
    -15 | -2 | -11 | 0.84 | -18 | -1 | -10 | 12 | -7
Cc1nn(C)c(C(=O)Nc2ccn(Cc3c(F)c(F)cc(F)c3F)n2)c1[N+](=O)[O-]
    16 | 7 | 1 | 0.2 | -2 | 6 | 3 | 0 | -7
O=C(NC(=S)N(Cc1ccccc1)Cc1ccccc1)C1CCCCC1
    -2 | -7 | -6 | -0.51 | -26 | -3 | -3 | 6 | -5
CCCN(CCO)Cc1cccc(Br)c1
    -15 | -2 | -1 | -0.01 | -16 | -1 | -4 | 4 | -11
CCN(Cc1cc2cc(C)ccc2[nH]c1=O)S(=O)(=O)c1ccccc1
    -22 | -1 | 1 | -2.1 | 4 | 7 | -1 | 0 | 2
CCOC(=O)c1c(-c2ccc(C)o2)csc1NC(=O)CN1CCN(CC)CC1
    -1 | 2 | -1 | 0.73 | -25 | 5 | 3 | -6 | -11
CC1CN(S(=O)(=O)c2cccc(C(=O)OCC(=O)c3cccs3)c2)CC(C)O1 (stereo not given)
    19 | 3 | 4 | -0.17 | -12 | 2 | 5 | -1 | -8
CC(C)CCN(C(=O)CNC(=O)c1ccco1)C(C(=O)NC1CCCCC1)c1ccco1 (stereo not given)
    -9 | -15 | -4 | -1.1 | 39 | -10 | -6 | 6 | -9
CCN(CC)CCN1C(=O)C(=O)/C(=C(/O)c2c(C)[nH]c(C(=O)OC)c2C)C1c1ccccc1 (stereo not given)
    16 | -3 | 1 | 0.61 | -1 | 3 | 5 | -8 | -13
CC(C)(C)C(=O)Nc1ncc(C(F)(F)F)cc1Cl
    -14 | 3 | 0 | -0.12 | -9 | 5 | 3 | -3 | -10
CSc1nc(Cl)c(C#N)c(-c2ccc(C)cc2)n1
    -1 | -15 | -7 | 0.93 | -19 | 0 | -1 | -3 | -12
CC(=O)Nc1ccc(S(=O)(=O)NCc2ccc(C)cc2)cc1
    2 | -6 | 0 | 1.4 | 6 | -3 | 6 | -4 | -2
CN(CC(=O)N1CCN(c2cccc(Cl)c2)CC1)S(=O)(=O)c1cccs1
    -10 | -2 | -2 | -0.37 | 9 | 10 | -2 | 1 | -1
Cc1cc(NCCCN2CCOCC2)n2nc(C)c(-c3ccc(F)cc3)c2n1
    0 | 0 | 3 | 0.95 | 10 | 7 | 4 | -5 | -4
Cc1noc(C)c1C(=O)N1CCc2ccccc2C1
    -5 | -6 | 1 | 1.6 | 6 | 2 | -19 | 12 | -21
OC(c1ccccc1)C1CN(Cc2ccccc2)CCC1(O)c1ccccc1 (stereo not given)
    3 | 2 | 0 | 1.1 | 12 | -2 | -14 | 8 | -8
Cc1c(C(=O)OCC(C)C)[nH]c2c1C(=O)CC(c1ccco1)C2 (stereo not given)
    21 | 2 | 15 | · | 0 | 4 | 3 | -4 | -19
O=c1cc(C(F)(F)F)nc(-n2[nH]c3c(c2=O)CCCC3)[nH]1
    -26 | -4 | -2 | -0.12 | -13 | 67* | -1 | 6 | 2
C=CCn1c(Cc2cccs2)nnc1SCC(=O)c1ccc2ccccc2c1
    -8 | 5 | -1 | 0.14 | -41 | 7 | 4 | -4 | 0
O=C(NCCCc1ccccc1)c1ccc(Br)o1
    · | 4 | 2 | 0.19 | -25 | -1 | 10 | -10 | -7
COC(=O)C1=C(C)N(c2ccc(C(=O)OC)cc2)C(=O)C1
    0 | -1 | -2 | -0.83 | 15 | 5 | 12 | -11 | -17
Cc1cccc(NS(=O)(=O)c2ccc(Br)s2)n1
    -2 | 2 | -1 | -0.55 | -4 | 10 | -5 | 2 | -26
Cc1occc1C(=O)Nc1ccc(S(=O)(=O)N2CCN(C)CC2)cc1
    17 | 4 | -3 | -0.64 | -4 | 2 | 8 | -10 | -16
COc1ccc(S(=O)(=O)N2CCCN(CC(=O)Nc3ccc(OC)c(Cl)c3)CC2)cc1
    -7 | -1 | -5 | 0.35 | -9 | 5 | -2 | 3 | -5
CC1CCN(C(=O)CSc2nnc(CNC(=O)c3ccco3)o2)CC1
    3 | -3 | 0 | -0.23 | -24 | 1 | -16 | 18 | -39
Cc1ccc(S(=O)(=O)N2CCOCC2)cc1C(=O)N1C(=O)c2cccc(N)c2C1=O
    34 | 4 | 2 | 1.1 | 0 | 33 | 2 | -5 | -1
Cc1cccc(NC(=O)C2CCCN2C(=O)OCC(C)C)c1 (stereo not given)
    4 | 4 | 3 | 0.19 | 4 | 0 | -4 | 4 | -2
CCc1ccc(S(=O)(=O)NCCc2csc(-c3cccnc3)n2)s1
    -19 | -1 | 10 | · | 9 | 8 | 10 | -13 | -4
CN(C(=O)COc1cc(=O)n(C)c2ccccc12)c1cccc(Cl)c1
    -16 | 8 | 2 | · | 10 | 10 | 1 | -4 | -9
CCn1cc(C(=O)NCCC2=CCCCC2)c(=O)c2cc(S(=O)(=O)N(C)C)ccc21
    7 | 4 | 3 | · | 19 | 12 | 1 | -2 | -19
Cc1ccc(NS(=O)(=O)c2ccc(C(=O)N3CCCN(C)CC3)cc2)cc1
    · | -3 | 3 | 0.95 | -20 | 1 | 5 | -4 | -8
CCOC(CNC(=O)c1cc(C)nn1-c1ccccc1)OCC
    -2 | 6 | -2 | 0.56 | -14 | 7 | -2 | 0 | 5
CCc1ccc(OCC(=O)NC(=S)Nc2ccc(F)cc2)c(Br)c1
    3 | -6 | 2 | 1.1 | 32 | -8 | 10 | -5 | -11
Cc1onc(-c2ccccc2)c1C(=O)NCc1ccc2c(c1)OCO2
    13 | 3 | -1 | 0.53 | -9 | 6 | -10 | 7 | -13
CCCC1(C(=O)OCC)NC(c2ccc(O)cc2)C2C(=O)N(c3ccc4c(c3)OCCO4)C(=O)C21 (stereo not given)
    9 | 3 | -1 | -1.2 | -7 | 8 | 4 | -3 | -13
Cc1ccc(-c2cc(C(=O)N/N=C/c3ccco3)[nH]n2)cc1
    10 | 0 | 1 | -2 | 11 | 0 | 6 | -4 | -1
Cc1ccc(C)c(N(C)C(=O)c2coc(=O)c3ccccc23)c1
    -18 | -2 | -1 | -0.63 | -14 | -7 | -9 | 14 | -2
Cc1ccc(S(=O)(=O)Oc2ccc(C(c3c(C)[nH][nH]c3=O)c3c(C)[nH][nH]c3=O)cc2)cc1
    -6 | 2 | 5 | -0.04 | -5 | 2 | 2 | 1 | -8
CC(C)c1nnc(NC(=O)CCC(=O)NCc2ccc3c(c2)OCO3)s1
    -28 | -8 | 0 | 0.78 | 2 | -1 | -19 | 14 | -6
CCOC(=O)CC(=O)CSc1nc(N)c(C#N)c(-c2ccc(Cl)cc2)c1C#N
    4 | -8 | -13 | -1.7 | 3 | 14 | -13 | 11 | -14
O=C(COc1cccc2ccccc12)NNC(=O)c1cccs1
    18 | 5 | -2 | -0.33 | -7 | 4 | 9 | -7 | 0
CCOC(=O)c1cccc(NC(=O)CSc2nnc(-c3cccnc3)n2C)c1
    -33 | -5 | 2 | -0.07 | 13 | 4 | 1 | 3 | -8
CCn1c(NC(=O)c2ccco2)c(-c2ccccc2Cl)c(=O)c2ccccc21
    · | 2 | 0 | 0.31 | 31 | 4 | -1 | 0 | 0
CN(C)CCCNC(=O)Cc1ccc(Br)cc1
    12 | 6 | 4 | 0.34 | -2 | 10 | 10 | -10 | -3
CCC1(C)Cc2c(sc3nnn(CC(=O)Nc4ccccc4C)c(=O)c23)CO1 (stereo not given)
    -4 | -4 | 0 | 0.73 | -14 | 1 | -1 | 5 | -3
O=C(O/N=C1\CCCc2ccccc21)c1cccc(Cl)c1
    -40 | 1 | 2 | 0.36 | 0 | 9 | 2 | -5 | -9
CC1(C)CC(=O)C(C=NCCN2CCN(C(=O)CC3CCCC3)CC2)=C(O)C1
    16 | 8 | -1 | 1 | 19 | 4 | -13 | 10 | -10
Cc1ccccc1OCCCCc1c(C)n[nH]c1C
    -1 | 2 | 9 | -1.7 | 0 | 14 | -8 | 6 | -6
Cc1ccc(-n2nnnc2SCn2nnc3ccccc3c2=O)cc1
    4 | -1 | 1 | 1.2 | 3 | -2 | 2 | 0 | -8
COc1ccc(N2CCN(C(=O)c3c(-c4ccccc4)noc3C)CC2)cc1
    6 | -8 | -5 | · | -4 | -4 | 1 | -2 | -13
O=C(c1cccs1)N1CCN(CCCc2ccccc2)CC1
    -11 | -1 | 1 | 0.18 | 10 | 1 | 2 | -2 | -10
COc1ccccc1-n1nnnc1SCC(=O)Nc1ccccn1
    -13 | -3 | -2 | -0.25 | 2 | -5 | 5 | -3 | -26
Cc1sc2ncn3ncnc3c2c1C
    -4 | 1 | 12 | -0.81 | -13 | 3 | -6 | 3 | 8
O=C(O)c1ccc(CN2C(=O)CSC2=S)cc1
    -28 | 1 | 2 | 0.45 | 18 | 5 | 1 | -2 | 0
CC(C)CC(=O)c1c[nH]c(C(=O)NCc2cccs2)c1
    10 | -2 | 0 | 1.2 | -3 | 0 | 4 | -3 | -8
CCOCCCNC(=O)C(NC(=O)CNC(C)=O)c1ccc(Cl)cc1 (stereo not given)
    13 | -2 | -6 | -0.21 | -11 | 2 | 3 | -3 | -11
COc1c2ccc(C(=O)NCCCCc3ccccc3)cc2nn1C
    12 | -7 | -2 | · | 19 | -5 | 5 | -3 | -5
CCOC(=O)NC(Nc1ccc(S(N)(=O)=O)cc1)(C(=O)OCC)C(F)(F)F (stereo not given)
    8 | -1 | -6 | -0.24 | 30 | 1 | 2 | -3 | -10
Cc1onc(-c2ccccc2)c1C(=O)NCc1cccs1
    · | -8 | 0 | 0.27 | -18 | 0 | -4 | 5 | 4
Nc1c(N)c2ccccc2oc1=O
    15 | 2 | -1 | -0.6 | -2 | 3 | -1 | 1 | 0
N#Cc1nc(COc2ccccc2Cl)oc1NCc1ccco1
    4 | -6 | 0 | -1.9 | 18 | 10 | 14 | -14 | -4
